ABCB1 inh: ABCB1 efflux pump inhibitors, primary screen, cell-based, multiplex, flow cytometry, ABCG2 counter-screen. AID 1326, 2008. inhibition, % at 6.6 µM. ATP-dependent translocase ABCB1 (Homo sapiens), P08183. 0.067% of 190,000 active. CCRF-Adr cells, JC-1 efflux; in the data active = inhibition above about 40%;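 also: 0% = vehicle and 100% = reference inhibitor; higher value means more JC-1 retained so stronger ABCB1 efflux block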
RGS7-Gao reg: RGS7-Galphao binding modulators, primary screen, biochemical, multiplexed bead flow cytometry; actives lie on both sides; binding response (% of control), % at 10 µM; Guanine nucleotide-binding protein G(o) subunit alpha (Homo sapiens), P09471; 0.35% of 220,000 active; AID 1439, 2008; in the data active = binding response below about 49% or above about 150%; inconclusive = no clear call, values can overlap the other calls; inactive = in between;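 also: fluorescent Galphao held in activated GDP-AlF4 state binding bead-coupled RGS7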
RGS8-Gao reg: RGS8-Galphao binding modulators, primary screen, biochemical, multiplexed bead flow cytometry; Guanine nucleotide-binding protein G(o) subunit alpha (Homo sapiens), P09471; actives lie on both sides; response (percent of control binding), % at 10 µM; 0.34% of 220,000 active; AID 1423, 2008; in the data active = response below about 60% or above about 140%; inactive = in between;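 also: Galphao activated as the GDP aluminium fluoride complex binding bead-coupled RGS8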
RGS4-Gao reg: modulators of RGS4 binding to Galphao, primary screen, biochemical, multiplexed bead flow cytometry | binding response (% of control), % at 10 µM | 0.33% of 220,000 active | actives lie on both sides; in the data active = binding response below about 49% or above about 150%; inactive = in between;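 also: fluorescent Galphao activated with aluminum fluoride binding bead-coupled RGS4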
Pf gametocyte: late stage P. falciparum gametocyte viability inhibitors, primary screen, ATP luminescence, HTS. P. falciparum stage V gametocytes, 24 h. inhibition, % at 10.9 µM. 0.065% of 150,000 active;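 active = inhibition above the mean plus 3 SD of compounds within the control limits, set per campaign, cut at about 38% in these data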;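 also: 0% = DMSO wells and 100% = medium only without gametocytes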
ABCG2 block: ABCG2 efflux pump inhibitors, primary screen, multiplex with ABCB1, IgMXP3 cells, flow cytometry. JC-1 efflux. 0.1% of 190,000 active. Broad substrate specificity ATP-binding cassette transporter ABCG2 (Homo sapiens), Q9UNQ0. inhibition, % at 6.6 µM;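 active = inhibition above 80%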;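 also: 0% = DMSO and 100% = nicardipine control wells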
Target sequence (Q9UNQ0 whole entry, looked up): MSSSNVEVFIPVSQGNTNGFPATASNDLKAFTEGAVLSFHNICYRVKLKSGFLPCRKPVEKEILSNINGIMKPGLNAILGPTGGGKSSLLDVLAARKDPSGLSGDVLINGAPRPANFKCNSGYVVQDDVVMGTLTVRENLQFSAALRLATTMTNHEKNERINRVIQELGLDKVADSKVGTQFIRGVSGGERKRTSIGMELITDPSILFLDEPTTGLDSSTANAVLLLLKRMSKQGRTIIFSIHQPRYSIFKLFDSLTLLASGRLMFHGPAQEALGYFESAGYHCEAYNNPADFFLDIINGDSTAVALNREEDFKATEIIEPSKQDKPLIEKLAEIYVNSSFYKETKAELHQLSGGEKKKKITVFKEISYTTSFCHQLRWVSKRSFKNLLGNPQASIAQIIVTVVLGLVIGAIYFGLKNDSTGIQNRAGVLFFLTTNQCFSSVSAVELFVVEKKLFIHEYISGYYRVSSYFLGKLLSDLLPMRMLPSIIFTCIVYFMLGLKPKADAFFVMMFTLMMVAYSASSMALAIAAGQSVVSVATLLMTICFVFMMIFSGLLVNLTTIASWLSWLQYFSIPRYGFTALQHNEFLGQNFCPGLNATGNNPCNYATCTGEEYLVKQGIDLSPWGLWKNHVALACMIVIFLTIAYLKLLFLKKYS
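Test system: IgMXP3 cells (ABCG2) mixed with DDAO far-red-labelled CCRF-Adr cells (ABCB1). Reagent: JC-1 transporter substrate. Compound dosing: single test compound dose, 6.6 µM final. Times: 10 min compound exposure, 25 °C. Detection: flow cytometry of retained JC-1 fluorescence. Read-out basis: efflux inhibition in percent versus controls. Controls: nicardipine and DMSO wells.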
Bim-Mcl-1: inhibitors of Bim peptide binding to Mcl-1, primary screen, biochemical, bead-based flow cytometry, multiplex. Induced myeloid leukemia cell differentiation protein Mcl-1 (Homo sapiens), Q07820. Bim peptide-Mcl-1 binding. inhibition, % at 10 µM. 0.1% of 190,000 active. AID 1009, 2008; in the data active = inhibition above about 40%;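 also: 0% = no compound tracer wells and 100% = peptide blocker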
Target sequence (Q07820 whole entry, looked up): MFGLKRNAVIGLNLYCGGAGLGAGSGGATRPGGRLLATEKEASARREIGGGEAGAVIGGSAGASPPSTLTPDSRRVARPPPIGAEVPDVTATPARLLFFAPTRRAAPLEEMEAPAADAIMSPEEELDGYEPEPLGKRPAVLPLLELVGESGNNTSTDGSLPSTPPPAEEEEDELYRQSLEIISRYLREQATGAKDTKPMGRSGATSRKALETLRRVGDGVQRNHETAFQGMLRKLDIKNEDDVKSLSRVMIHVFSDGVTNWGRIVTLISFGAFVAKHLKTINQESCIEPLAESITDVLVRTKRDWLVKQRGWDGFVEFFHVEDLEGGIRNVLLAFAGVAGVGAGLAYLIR
GSH bead fluor: compound fluorescence on glutathione beads, profiling panel, artefact control, biophysical, 488/530 nm, flow cytometry; GSH beads flow cytometry, compound fluorescence 488/530 nm; active compounds read high; fluorescence (KMESF) at 10 µM; 0.25% of 190,000 active; in the data active = fluorescence above about 89;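 also: glutathione beads carrying GST-tagged Bcl family fusion proteins plus one bare bead set; values are compound well signal with DMSO vehicle wells as background; inactives centre near 16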
Mcl1-Bid inh: Mcl-1/Bid binding inhibitors, primary screen, biochemical, TR-FRET, 1536-well; 0.97% of 220,000 active; Induced myeloid leukemia cell differentiation protein Mcl-1 (Homo sapiens), Q07820; TR-FRET Mcl-1/Bid-Dy647 peptide binding; inhibition, % at 21.7 µM; AID 1021, 2008;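 active = compounds that cut the binding signal by more than half at the single screening dose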;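 also: His-tagged Mcl-1 with europium anti-His antibody binding Bid BH3 peptide; 0% = Mcl-1 plus peptide wells and 100% = peptide-only wells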
Mcl1 Noxa PPI: Mcl-1/Noxa binding inhibitors, primary screen, biochemical, TR-FRET, 1536-well | Induced myeloid leukemia cell differentiation protein Mcl-1 (Homo sapiens), Q07820 | TR-FRET Mcl-1/Noxa peptide binding, 2 h | inhibition, % at 21.7 µM | 1.5% of 220,000 active;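 active = compounds that cut the protein-peptide binding signal by more than 50% relative to plate controls in a single-dose test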;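 also: His-tagged Mcl-1 with rhodamine Noxa BH3 peptide and terbium anti-His antibody; 0% = Mcl-1 plus Noxa peptide wells and 100% = peptide-only wells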
Avidin bead fluor: green autofluorescence of compounds with avidin beads – biophysical, 488/530 nm, flow cytometry, artefact control, profiling panel | compound fluorescence 488/530 nm; active compounds read high | fluorescence (KMESF) at 10 µM | 0.38% of 220,000 active; in the data active = fluorescence above about 47; also: inactives centre near 10
An asterisk follows results filed as active; ? = inconclusive; / = no result given; [ ] = remark or other dose.

SMILES	ABCB1 inh	RGS7-Gao reg	RGS8-Gao reg	RGS4-Gao reg	Pf gametocyte	ABCG2 block	Bim-Mcl-1	GSH bead fluor	Mcl1-Bid inh	Mcl1 Noxa PPI	Avidin bead fluor
COc1cccc(/C=N/NC(=O)Cn2ccnc2C)c1	-0.2	98	101	101	-10	-2	-3	13	-8	11	11
O=C(CCC(=O)OCc1ccc(Br)cc1)Nc1ccccc1	0.0	101	103	105	9	2	-1	9	-10	-14	3
Cc1ccc(C2CC(c3cccc(Cl)c3)n3nc(N)nc3N2)cc1 (stereo not given)	0.4	101	103	105	/	3	0	19	-19	27	6
O=C(Nc1cccc([N+](=O)[O-])c1)C12CC3CC(C1)CC(n1cnc([N+](=O)[O-])n1)(C3)C2	0.6	102	101	107	/	3	-1	9	-11	3	10
O=C(COC(=O)Cn1cnc2ccccc21)Nc1cc(S(=O)(=O)N2CCOCC2)ccc1Cl	/	?	102	107	5	/	/	/	3	0	/
O=C(O)/C=C/c1cn(-c2ccccc2)nc1-c1ccc2c(c1)OCCO2	/	?	102	100	-2	/	/	/	-30	-26	5
Cc1ccc(Nc2ccc(N)cc2S(=O)(=O)O)cc1	/	?	99	96	/	/	/	/	-27	21	6
O=S1(=O)N=CN(Cc2cccc(F)c2)c2ccccc21	1.2	98	99	99	/	9	-6	25	-36	4	12
O=C(/C=C/c1ccccc1F)c1cccc([N+](=O)[O-])c1	0.5	101	103	107	12	5	-5	10	15	19	4
CNC(=O)COC(=O)c1cccnc1SC	0.4	97	103	99	11	2	0	12	-15	11	7
C/C(=N\NC(=O)c1c[nH]c2ccccc12)c1ccccn1	-0.2	?	99	99	0	1	4	15	-72	-35	8
Cc1cc(C)n(CCCNC(=O)c2ccc(S(=O)(=O)NCc3ccco3)cc2)n1	0.8	98	98	102	/	4	-2	42	9	0	6
C=CCNc1sc(C(=O)C2CC2)c(N)c1C#N	0.4	103	106	102	/	6	2	47	-22	19	2
Cc1ccc(CN2CCN(c3ccccn3)CC2)s1	0.3	98	101	100	/	1	-1	41	11	11	4
CCCS(=O)(=O)N1CCCC(C(=O)NCCCN2CCN(c3cccc(Cl)c3)CC2)C1 (stereo not given)	0.4	234*[activator]	146*[activator]	295*[activator]	/	2	0	29	-28	15	150*
CCOC(=O)c1c(NC(=O)CN2CCCCC2)sc(CN(C)C)c1-c1ccccc1	-0.7	104	99	99	26	7	0	15	-5	5	15
CN1c2ccccc2N(C)C1(C)c1cccc2ccccc12	0.3	96	98	96	-8	8	0	12	-23	35	14
Cc1cc(C)n2nc(SCC(=O)N(C)c3c(N)n(Cc4ccccc4)c(=O)[nH]c3=O)nc2n1	-0.2	107	108	106	/	-1	0	11	-4	-21	24
O=C(CN1CCCC1)Nc1ccc(OCc2ccccc2)cc1	0.7	101	105	100	6	7	-3	21	-29	8	13
CC(O)[C@H]1CNC(=O)C(=O)N1CCc1cccc(F)c1 (stereo not given in full)	/	?	105	106	21	/	/	/	-32	15	18
CC(C)C(c1nnnn1C1CCCC1)N(C)C1CCCCC1 (stereo not given)	-0.4	101	100	102	4	-3	-4	29	5	9	13
NC(=O)/C(=N\O)c1ccccc1	0.4	103	101	101	18	1	-3	19	-20	10	7
Cc1ccc(OCCn2cc(/C=C(\C#N)C(=O)NCC3CCCO3)c3ccccc32)cc1C (stereo not given)	1.7	102	103	100	11	6	-1	12	4	-1	12
COc1ccccc1N(C(=O)CNC(=O)c1ccco1)C(C(=O)NC1CCCC1)c1ccncc1 (stereo not given)	2.2	94	79	97	19	4	-1	15	-7	-5	14
O=C(N/N=C/c1ccc(-c2ccccc2[N+](=O)[O-])o1)[C@H]1C[C@@H]1c1ccccc1	-0.3	100	101	103	-2	0	2	14	-10	20	14
O=C1CN(C(=O)CSc2nc(-c3ccc(Cl)cc3)cs2)c2ccccc2N1	1.4	96	96	92	-5	10	0	15	-6	-15	22
Nc1nnnn1CC(=O)N/N=C/c1ccccn1	/	/	106	110	-13	/	/	/	-23	-8	7
O=C(Cn1cnc2c(cnn2-c2ccc(F)cc2)c1=O)N1CCN(c2ccccc2)CC1	0.4	94	98	99	/	3	-3	12	-26	0	20
COc1ccc(-c2nc(C#N)c(NCCCN(C)C)o2)cc1OC	0.7	101	100	102	/	5	-1	13	-31	14	37
COC(=O)C(C)Sc1ncnc2c1nnn2-c1ccc(F)cc1 (stereo not given)	-0.4	102	101	99	/	38	-1	13	-13	22	8
CCOC(=O)c1c(-c2cccc(C)c2)csc1NC(=O)c1c(-c2ccccc2)noc1C	1.5	95	102	97	-14	8	-5	17	-32	-54	11
CC(C)Oc1ccc(CCc2nnc(SCC(=O)O)n2-c2ccccc2)cc1	0.2	?	102	101	-3	-3	-2	16	2	26	10
COc1ccc(N=C2C(=Nc3ccc(OC)cc3)N(c3ccc(OC)cc3)C(=S)N2C)cc1	0.1	106	105	105	/	1	1	8	-41	-3	10
CCOc1ccccc1NC(=O)CCC(=O)Nc1ccccc1OCC	-0.3	102	102	103	/	4	-1	46	-17	-5	21
Cc1cnc(C(=O)Nc2ccc(C(C)C)cc2)cn1	0.6	100	101	100	-24	4	0	21	3	4	30
O=C(CSc1ncccc1C(=O)O)c1cccc(C(F)(F)F)c1	0.2	100	100	101	-7	2	0	12	-12	0	9

Quoted at random: three compounds from above.
SMILES	ABCB1 inh	RGS7-Gao reg	RGS8-Gao reg	RGS4-Gao reg	Pf gametocyte	ABCG2 block	Bim-Mcl-1	GSH bead fluor	Mcl1-Bid inh	Mcl1 Noxa PPI	Avidin bead fluor
Cc1cnc(C(=O)Nc2ccc(C(C)C)cc2)cn1	0.6	100	101	100	-24	4	0	21	3	4	30
CCOC(=O)c1c(-c2cccc(C)c2)csc1NC(=O)c1c(-c2ccccc2)noc1C	1.5	95	102	97	-14	8	-5	17	-32	-54	11
COC(=O)C(C)Sc1ncnc2c1nnn2-c1ccc(F)cc1 (stereo not given)	-0.4	102	101	99	/	38	-1	13	-13	22	8

Next part.
SMILES	ABCB1 inh	RGS7-Gao reg	RGS8-Gao reg	RGS4-Gao reg	Pf gametocyte	ABCG2 block	Bim-Mcl-1	GSH bead fluor	Mcl1-Bid inh	Mcl1 Noxa PPI	Avidin bead fluor
Cc1c(C(=O)N2CCN(C(=O)c3ccco3)CC2)sc2nc(-c3ccc(F)cc3)cn12	0.9	103	103	102	/	4	2	14	-9	3	25
N#Cc1nc(-c2ccc(Cl)cc2)oc1N1CCCCC1	0.8	100	100	101	/	6	4	23	-49	10	20
CCN(CC)S(=O)(=O)c1ccc(C)c(NC(=O)COc2ccc(Cl)cc2Br)c1	0.9	95	97	96	0	4	1	13	-22	3	13
COc1ccc(Cl)cc1NC(=O)CN1CCC(n2nnc3cc(C)ccc32)CC1	1.0	102	105	104	-2	5	0	16	7	12	7
O=C(C1CC(=O)N(c2ccccc2)C1)N1CCN(C2=NS(=O)(=O)c3ccccc32)CC1 (stereo not given)	0.3	99	99	99	/	2	-1	13	0	-4	10
Cc1ccccc1OCCCn1c(CO)nc2ccccc21	1.2	105	102	101	-4	11	0	8	0	-17	26
O=C1C=C(N2CCCCCC2)C2(CCCCC2)O1	0.5	107	102	102	16	1	2	11	-12	-11	10
Cc1ccc(-c2csc(NC(=O)COC(=O)c3cccc(S(=O)(=O)N4CCOCC4)c3)n2)cc1	2.7	107	105	102	/	31	-5	35	-2	13	15
O=C(CNCc1cccnc1)Nc1cc(C(F)(F)F)ccc1N1CCOCC1	/	?	103	105	16	/	/	/	34	18	3
CCOC(=O)Nc1ccc(OCc2nnc3c4ccccc4c(C)nn23)cc1	2.5	?	98	100	15	39	6	9	12	38	10
CCc1ccccc1NC(=S)NC1CC2CCC(C1)N2Cc1ccco1 (stereo not given)	0.2	105	105	113	-14	1	0	10	-30	0	27
Cc1ccc(CN2C(=O)CCC2C(=O)NCc2ccc(F)cc2)cc1 (stereo not given)	0.8	100	100	101	/	2	0	32	-17	5	14
CCOc1cc(CN2CCCCC2)ccc1OC	-0.1	104	100	98	-3	-6	0	35	-31	5	18
COc1ccc(C(=O)c2c[nH]c(C(=O)NCC3CCCO3)c2)cc1 (stereo not given)	0.4	104	94	102	14	18	-4	30	15	-7	8
COc1ccc(-n2c(Cn3nc(C(F)(F)F)cc3C)n[nH]c2=S)cc1	-0.3	94	78	96	-7	-1	-5	17	-30	0	7
CN1CCN(S(=O)(=O)c2ccc(N3CCN(S(=O)(=O)c4cccs4)CC3)nc2)CC1	0.3	95	100	101	29	1	0	10	-14	-9	7
O=C(c1ccc(-n2cccn2)cc1)N1CCc2ccccc2C1	/	?	98	99	13	/	/	/	-25	-5	7
CCOC(=O)CSC1=Nc2ccccc2C2=NC(CC(=O)NCc3ccc(OC)cc3)C(=O)N12 (stereo not given)	-0.5	98	95	95	-10	-7	-5	19	-13	9	30
Cc1ccc(-n2[nH]c(C)c(/C=N/c3ccccn3)c2=O)cc1	1.0	94	100	91	/	7	1	8	-13	19	14
CC(C)CCn1c(=O)c2ccccc2n2c(CCl)nnc12	1.7	108	108	105	7	20	1	13	7	0	13
CCc1cc2cc(C)cc(C)c2nc1Cl	-0.2	?	102	103	0	1	0	11	-9	-20	9
Cc1cccc(OCC(=O)NNC(=O)CCc2ccccc2)c1	0.5	98	100	100	-4	1	1	22	-8	-2	11
CCOC(=O)c1ccc(N2C(=O)CC(N3CCOCC3)C2=O)cc1 (stereo not given)	1.1	101	100	100	10	5	-3	9	-37	-31	8
COc1ccc(COC(=O)N/N=C(\C)CC(=O)NCc2ccc(Cl)cc2)cc1	0.4	89	92	90	/	3	-3	13	-1	-3	11
COc1ccc(N=C2SC(C(=O)Nc3ccc(OC)cc3)CC(=O)N2CCN2CCOCC2)cc1 (stereo not given)	1.1	98	99	101	0	11	-8	15	-16	8	6
CCN1CCN(C(=O)N[C@@H](C(=O)N[C@@H]2C(=O)N3[C@@H]2SC(C)(C)[C@@H]3C(=O)O)c2ccccc2)C(=O)C1=O	0.6	102	101	101	/	0	-3	22	-1	12	11
O=C(c1cc(-c2ccccc2)on1)N1CCCC1	2.1	98	103	101	/	15	-1	16	-3	12	16
O=C(CO/N=C/c1ccc(OC(F)F)cc1)N1CCc2ccccc21	-4.3	99	100	103	6	1	-2	21	-9	0	12

Screens (PubChem BioAssay)
